Source: PubChem BioAssay (Sanford-Burnham Center for Chemical Genomics)
UBC13 inh – UBC13 polyubiquitin chain formation inhibitors, primary screen, biochemical, TR-FRET, uHTS; inhibition, % at 20 µM; AID 485273, 2010; 330,000 tested, 0.47% active; Ubiquitin-conjugating enzyme E2 N (Homo sapiens), P61088; in the data active means inhibition above about 45%, passing the limit was not always enough
Target sequence (P61088 whole entry, looked up): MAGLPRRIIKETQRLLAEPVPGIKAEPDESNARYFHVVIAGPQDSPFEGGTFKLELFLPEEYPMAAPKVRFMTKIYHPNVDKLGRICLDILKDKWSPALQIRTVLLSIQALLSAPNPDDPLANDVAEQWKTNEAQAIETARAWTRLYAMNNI
EBI2 block – EBI2 receptor antagonists, beta-arrestin recruitment, primary screen, cell-based, luminescence, 7a,25-OHC stimulation, uHTS. G-protein coupled receptor 183 (Homo sapiens), P32249. 7a,25-OHC stimulated. inhibition, % at 5 µM. 360,000 tested, 0.81% active; in the data active means inhibition above about 38%;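 further: enzyme fragment complementation signal reports receptor beta-arrestin coupling in cells; 0% = agonist plus DMSO wells and 100% = wells without agonist; some results beyond the cut were filed as inactive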
Gli-Sufu block – Gli-Sufu pathway antagonists, primary screen, luciferase luminescence, Sufu-KO-LIGHT cells, uHTS; AID 588413, 2011; 340,000 tested, 0.74% active; inhibition, % at 5 µM; Sufu-KO-LIGHT fibroblasts, Gli luciferase reporter luminescence;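 active means inhibition above about 55%, limit read from the data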;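 further: 0% = DMSO-treated cells and 100% = wells with medium but no cells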
APJ antagonist – antagonists of human apelin receptor APJ, primary screen, CHO-K1 cells, beta-arrestin complementation, luminescence; inhibition, % at 20 µM; 330,000 tested, 0.32% active; AID 2521, 2010;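 active means inhibition above about 40% at 20 µM, limit read from the data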;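 further: cells challenged with 10 nM apelin-13 agonist together with compound; plate controls were apelin-13 plus DMSO wells for no effect and DMSO wells lacking apelin-13 for full effect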
Target sequence (P35414 whole entry, looked up): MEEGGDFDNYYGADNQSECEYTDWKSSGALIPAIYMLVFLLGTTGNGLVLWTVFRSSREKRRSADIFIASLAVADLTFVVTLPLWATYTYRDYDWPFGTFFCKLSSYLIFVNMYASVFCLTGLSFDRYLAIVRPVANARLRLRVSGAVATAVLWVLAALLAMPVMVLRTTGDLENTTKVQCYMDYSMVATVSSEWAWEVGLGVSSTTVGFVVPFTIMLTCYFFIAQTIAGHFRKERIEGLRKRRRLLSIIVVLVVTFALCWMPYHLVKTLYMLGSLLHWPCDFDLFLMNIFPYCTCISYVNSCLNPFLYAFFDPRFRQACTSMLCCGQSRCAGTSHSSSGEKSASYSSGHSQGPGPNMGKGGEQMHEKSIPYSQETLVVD
CCR6 antagonist – CCR6 receptor antagonists, primary screen, cell-based, CHO-K1, luminescence, beta-arrestin, uHTS; CHO-K1 CCR6 PathHunter beta-arrestin, CCL20-stimulated; inhibition, % at 20 µM; 340,000 tested, 0.49% active;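 active means compounds whose inhibition of the agonist-driven luminescence signal at 20 µM reaches about 50%, limit read from the data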;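 further: cells stimulated with CCL20 at 14 nM final; plate controls were DMSO with CCL20 for no effect and DMSO without agonist for full effect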
697 NFkB inh – inhibitors of PMA/ionomycin-induced NF-kB reporter, 697 cells, primary screen, B-cell NF-kB inhibitor project, cell-based, luminescence, uHTS; 330,000 tested, 0.33% active; AID 435022, 2010; 697 B-cell NF-kB luciferase reporter, 16 h; inhibition, % at 4 µM; in the data active means inhibition above about 35%
Jurkat NFkB inh – inhibitors of induced NF-kB luciferase reporter, primary screen, TCR NF-kB activation inhibitor project, cell-based, luminescence, uHTS; Jurkat, PMA/ionomycin-induced NF-kB luciferase reporter; inhibition, % at 4 µM; 330,000 tested, 0.53% active; AID 435003, 2010; in the data active means inhibition above about 50%
CXCR6 inh – CXCR6 receptor inhibitors, primary screen, cell-based, beta-arrestin, luminescence, CHO-K1 PathHunter, 1536-well; inhibition, % at 20 µM; AID 602244, 2012; 360,000 tested, 0.36% active; C-X-C chemokine receptor type 6 (Homo sapiens), O00574; in the data active means inhibition above about 34%, passing the limit was not always enough;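 further: antagonist mode with CXCL16 agonist at 10 nM final; 0% = 10 nM CXCL16 with DMSO and 100% = unstimulated wells without agonist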
Target sequence (O00574 whole entry, looked up): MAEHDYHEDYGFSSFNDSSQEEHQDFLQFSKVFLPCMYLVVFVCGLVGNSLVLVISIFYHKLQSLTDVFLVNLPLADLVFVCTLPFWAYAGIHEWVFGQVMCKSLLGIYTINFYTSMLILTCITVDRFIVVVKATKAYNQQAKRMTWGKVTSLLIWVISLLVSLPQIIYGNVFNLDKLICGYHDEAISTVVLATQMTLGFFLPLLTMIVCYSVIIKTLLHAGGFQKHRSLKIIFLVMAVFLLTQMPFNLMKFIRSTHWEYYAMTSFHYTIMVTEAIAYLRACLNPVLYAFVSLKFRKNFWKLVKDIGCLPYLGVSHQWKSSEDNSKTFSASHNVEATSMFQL
* marks the source's active call; other numbers are inactive results.

`O=C1C=C(c2cccc(Cl)c2)C[C@@H](c2ccc3c(c2)OCO3)C1` gave UBC13 inh 4, EBI2 block 26, Gli-Sufu block -4, APJ antagonist -1, CCR6 antagonist 9, 697 NFkB inh 16, Jurkat NFkB inh 15 and CXCR6 inh 5.
For CCCCC(C(=O)OCC)C(N)Cc1ccc(F)cc1 (stereo not drawn) the results were UBC13 inh -1, EBI2 block -2, Gli-Sufu block 12, APJ antagonist 14, CCR6 antagonist 20, 697 NFkB inh 16, Jurkat NFkB inh -5 and CXCR6 inh 2.
Screening Cc1ccc(NC(=O)CN(C)C(=O)c2cccc(Br)c2)cc1 returned UBC13 inh -9, EBI2 block -10, Gli-Sufu block 30, APJ antagonist 10, CCR6 antagonist 12, 697 NFkB inh -5, Jurkat NFkB inh -16 and CXCR6 inh 8.
`O=C(NCCOc1ccc2ccccc2c1)c1cncc(Br)c1` gave UBC13 inh -4, EBI2 block 10, Gli-Sufu block 6, APJ antagonist 5, CCR6 antagonist 21, 697 NFkB inh 7, Jurkat NFkB inh -6 and CXCR6 inh -1.
For C[C@@]12CCC=C[C@H]1[C@H](c1ccc(C(F)(F)F)cc1)N(Cc1ccccc1)C2=O the results were UBC13 inh 1, EBI2 block 18, Gli-Sufu block -7, APJ antagonist 17, CCR6 antagonist 18, 697 NFkB inh 9, Jurkat NFkB inh 14 and CXCR6 inh 9.
`S=C(Nc1ccccc1)Nc1ccccc1Br` gave UBC13 inh 15, EBI2 block -9, Gli-Sufu block -8, APJ antagonist 9, CCR6 antagonist 17, 697 NFkB inh 3, Jurkat NFkB inh 3 and CXCR6 inh 3.
For COc1ccc(OC(=O)N2C/C(=C/c3ccccc3)C(=O)/C(=C\c3ccccc3)C2)cc1 the results were EBI2 block 56*, Gli-Sufu block 4, CCR6 antagonist 29 and CXCR6 inh 13.
For CC(C)(C)CN1C(=O)C(=O)NC[C@H]1Cc1ccc(O)cc1 the results were UBC13 inh -9, EBI2 block -6, Gli-Sufu block -11, APJ antagonist -2, CCR6 antagonist -12, 697 NFkB inh 12, Jurkat NFkB inh 7 and CXCR6 inh -7.
For CC[C@H](C)Cc1cn([C@@H](CCCCN)C(=O)NCCCCCCCCCCC(=O)N2CCNCC2)nn1 the results were UBC13 inh 47*, EBI2 block -5, Gli-Sufu block -3, APJ antagonist 4, CCR6 antagonist 2, 697 NFkB inh -7, Jurkat NFkB inh 17 and CXCR6 inh 3.
For Cc1ccn(CCC(=O)N2c3ccccc3CC2C)n1 (stereo not drawn) the results were UBC13 inh 4, EBI2 block -14, Gli-Sufu block 4, APJ antagonist -16, CCR6 antagonist 4, 697 NFkB inh -10, Jurkat NFkB inh 8 and CXCR6 inh -6.
Cc1noc(C)c1S(=O)(=O)Nc1ccc(C(=O)NCc2ccccc2)cc1 was read as UBC13 inh -8, EBI2 block -7, Gli-Sufu block 3, APJ antagonist -2, CCR6 antagonist 5, 697 NFkB inh -5, Jurkat NFkB inh 2 and CXCR6 inh -3.
COc1ccc(N2CCN(CC(=O)NCc3ccccc3)CC2)cc1 was read as UBC13 inh -4, EBI2 block -7, Gli-Sufu block -6, APJ antagonist -6, CCR6 antagonist 0, 697 NFkB inh 26, Jurkat NFkB inh -1 and CXCR6 inh 1.
For Cn1c(Cn2c(=O)sc3ccccc32)nnc1SCC(=O)N1CCc2ccccc21 the results were UBC13 inh 4, EBI2 block -1, Gli-Sufu block -11, APJ antagonist 11, CCR6 antagonist 2, 697 NFkB inh 8, Jurkat NFkB inh 4 and CXCR6 inh 1.
For Cc1nc(SC(C)C(=O)NCc2ccc3c(c2)OCO3)nc(C)c1C (stereo not drawn) the results were UBC13 inh -27, EBI2 block -2, Gli-Sufu block 12, APJ antagonist -5, CCR6 antagonist 3, 697 NFkB inh 0, Jurkat NFkB inh -1 and CXCR6 inh 3.
CCOC(=O)CSc1nc2ccc(Nc3nc(N4CCOCC4)nc(N4CCOCC4)n3)cc2s1 was read as UBC13 inh -5, EBI2 block -7, Gli-Sufu block 7, APJ antagonist -36, CCR6 antagonist -50, 697 NFkB inh -18, Jurkat NFkB inh 4 and CXCR6 inh -14.
For COC(=O)c1cc2sccc2n1CC(=O)N(C)c1ccccc1 the results were UBC13 inh 4, EBI2 block 8, Gli-Sufu block 1, APJ antagonist -16, CCR6 antagonist 8, 697 NFkB inh 4, Jurkat NFkB inh -4 and CXCR6 inh -16.
For Cc1ccccc1NC(=O)Cc1nc(COC(=O)COc2cccc(C)c2C)cs1 the results were UBC13 inh 4, EBI2 block -10, Gli-Sufu block -2, APJ antagonist 4, CCR6 antagonist 14, 697 NFkB inh 4, Jurkat NFkB inh 11 and CXCR6 inh -1.
Screening Cc1nn(-c2ccccc2)c(C)c1/C=N/NC(=O)c1ccccc1NS(=O)(=O)c1cccs1 returned UBC13 inh -29, EBI2 block -5, Gli-Sufu block -16, APJ antagonist -7, CCR6 antagonist -5, 697 NFkB inh -2, Jurkat NFkB inh -10 and CXCR6 inh -3.
`Clc1ccc(-c2cnc3ccccc3n2)cc1` gave UBC13 inh 14, EBI2 block 9, Gli-Sufu block -88, APJ antagonist -23, CCR6 antagonist -16, 697 NFkB inh -131, Jurkat NFkB inh -105 and CXCR6 inh -3.
For O=C1[C@@H]2Cc3c([nH]c4ccccc34)C(c3ccccc3)N2C(=O)CN1C1CC1 (stereo partly drawn) the results were UBC13 inh -2, EBI2 block -3, Gli-Sufu block -6, APJ antagonist 9, CCR6 antagonist -9, 697 NFkB inh -10, Jurkat NFkB inh -10 and CXCR6 inh -26.
Screening O=C(Oc1cccc2cccnc12)c1cccs1 returned UBC13 inh 1, EBI2 block -2, Gli-Sufu block 1, APJ antagonist 5, CCR6 antagonist 15, 697 NFkB inh 17, Jurkat NFkB inh 17 and CXCR6 inh 7.
`CC(C)C(NC(=O)OCc1ccccc1)C(=O)OCC(=O)N1C(C)CCCC1C` (stereo not drawn) gave UBC13 inh -5, EBI2 block 13, Gli-Sufu block -4, APJ antagonist 9, CCR6 antagonist 20, 697 NFkB inh -4, Jurkat NFkB inh -3 and CXCR6 inh -1.
For CCCNC(=O)N1CCC(C(=O)c2cccc(F)c2)CC1 the results were UBC13 inh -12, EBI2 block -13, Gli-Sufu block 0, APJ antagonist -4, CCR6 antagonist 3, 697 NFkB inh -33, Jurkat NFkB inh -3 and CXCR6 inh -1.
Screening Cc1cccc(C)c1NC(=O)Cn1c(=O)c(N2CCCCC2)c(N)n(C)c1=O returned UBC13 inh -24, EBI2 block -14, Gli-Sufu block 6, APJ antagonist 19, CCR6 antagonist 2, 697 NFkB inh -4, Jurkat NFkB inh -6 and CXCR6 inh 8.
`CN(C(=O)COC(=O)C12CC3CC(CC(Cl)(C3)C1)C2)C1(C#N)CCCCC1` gave UBC13 inh 4, EBI2 block 4, Gli-Sufu block 0, APJ antagonist -5, CCR6 antagonist 5, 697 NFkB inh 3, Jurkat NFkB inh -6 and CXCR6 inh 3.
CC(C)(C)c1[nH]nc2c1C(Cc1ccccc1)C(C#N)=C(N)O2 (stereo not drawn) was read as UBC13 inh 4, EBI2 block -6, Gli-Sufu block 9, APJ antagonist -27, CCR6 antagonist -27, 697 NFkB inh 3, Jurkat NFkB inh -2 and CXCR6 inh -7.
`O=S(=O)(c1ccc(Br)cc1)n1ccc2ccccc21` gave UBC13 inh 0, EBI2 block 17, Gli-Sufu block 32, APJ antagonist 1, CCR6 antagonist 21, 697 NFkB inh -52, Jurkat NFkB inh -18 and CXCR6 inh -5.
O=c1cc(CSc2nnc(COc3ccccc3)o2)c2ccccc2[nH]1 was read as UBC13 inh -22, EBI2 block -2, Gli-Sufu block 5, APJ antagonist 0, CCR6 antagonist 20, 697 NFkB inh 5, Jurkat NFkB inh -6 and CXCR6 inh -1.
Screening O=C(COC(=O)c1ccccc1)Nc1ccccc1Br returned UBC13 inh 7, EBI2 block 1, Gli-Sufu block -4, APJ antagonist 2, CCR6 antagonist 4, 697 NFkB inh 4, Jurkat NFkB inh 8 and CXCR6 inh 0.
For CCCOc1ccc(-c2c(C(=O)N/N=C/c3cccs3)nnn2-c2nonc2N)cc1 the results were UBC13 inh -7, EBI2 block 9, Gli-Sufu block -4, APJ antagonist 7, CCR6 antagonist 8, 697 NFkB inh 26, Jurkat NFkB inh 4 and CXCR6 inh 11.
For COc1ccc(C/C(C)=N\NC(=O)c2cn(C)c3ccccc23)cc1OC the results were UBC13 inh 5, EBI2 block 4, Gli-Sufu block -1, APJ antagonist 8, CCR6 antagonist -4, 697 NFkB inh 0, Jurkat NFkB inh -5 and CXCR6 inh -4.
Screening CC(=O)Nc1ccc2c(c1)OCCO2 returned UBC13 inh 3, EBI2 block -3, Gli-Sufu block -9, APJ antagonist 7, CCR6 antagonist 15, 697 NFkB inh 3, Jurkat NFkB inh 11 and CXCR6 inh 6.
CCCCn1c(N)c(-c2nc3ccccc3o2)c2c([N+](=O)[O-])nn(CC)c(=O)c21 was read as UBC13 inh -8, EBI2 block -6, Gli-Sufu block 11, APJ antagonist -13, CCR6 antagonist 25, 697 NFkB inh 8, Jurkat NFkB inh -8 and CXCR6 inh 0.
O=C(Nc1ccccc1F)c1ccc2c(c1)OCO2 was read as UBC13 inh -2, EBI2 block -5, Gli-Sufu block -46, APJ antagonist 3, CCR6 antagonist -1, 697 NFkB inh -74, Jurkat NFkB inh -75 and CXCR6 inh 6.
For NCCCNC(=O)c1cc2ccccc2[nH]1 the results were UBC13 inh 5, EBI2 block -16, Gli-Sufu block 0, APJ antagonist 12, CCR6 antagonist -20, 697 NFkB inh 4, Jurkat NFkB inh 1 and CXCR6 inh -8.
Screening CC(Oc1ccc2c(c1)oc(=O)c1ccccc12)C(=O)NCC1CCC(C(=O)O)CC1 (stereo not drawn) returned UBC13 inh 8, EBI2 block 4, Gli-Sufu block 2, APJ antagonist 6, CCR6 antagonist 6, 697 NFkB inh 10, Jurkat NFkB inh -3 and CXCR6 inh 0.
`CC1(C)C2CC[C@]3(C)C(CC=C4[C@@H]5C[C@](C)(CO)CC[C@]5(C(=O)O)CC[C@]43C)[C@@]2(C)CC[C@@H]1O` (stereo partly drawn) gave UBC13 inh -13, EBI2 block -2, Gli-Sufu block -1, APJ antagonist -54, CCR6 antagonist -2, 697 NFkB inh 20, Jurkat NFkB inh 0 and CXCR6 inh 6.
For CCOC(=O)c1oc2c(O)c(O)ccc2c(=O)c1-c1nncn1-c1ccccc1 the results were UBC13 inh -8, EBI2 block 8, Gli-Sufu block 3, APJ antagonist -14, CCR6 antagonist 2, 697 NFkB inh 10, Jurkat NFkB inh -6 and CXCR6 inh 9.
For COc1cc(NC(=S)NCc2ccco2)cc(OC)c1OC the results were UBC13 inh 10, EBI2 block -20, Gli-Sufu block -10, APJ antagonist -5, CCR6 antagonist -1, 697 NFkB inh 18, Jurkat NFkB inh -9 and CXCR6 inh -6.
`CCOc1cc(C(=O)Nc2ccccc2N2CCOCC2)ccc1OCC(=O)N1CCCCC1` gave UBC13 inh 4, EBI2 block 0, Gli-Sufu block 14, APJ antagonist -4, CCR6 antagonist 8, 697 NFkB inh 8, Jurkat NFkB inh -5 and CXCR6 inh 1.

Random excerpt: two records from the list
Screening Cc1nn(-c2ccccc2)c(C)c1/C=N/NC(=O)c1ccccc1NS(=O)(=O)c1cccs1 returned UBC13 inh -29, EBI2 block -5, Gli-Sufu block -16, APJ antagonist -7, CCR6 antagonist -5, 697 NFkB inh -2, Jurkat NFkB inh -10 and CXCR6 inh -3.
CCCCn1c(N)c(-c2nc3ccccc3o2)c2c([N+](=O)[O-])nn(CC)c(=O)c21 was read as UBC13 inh -8, EBI2 block -6, Gli-Sufu block 11, APJ antagonist -13, CCR6 antagonist 25, 697 NFkB inh 8, Jurkat NFkB inh -8 and CXCR6 inh 0.
